Compound activity deposited in PubChem BioAssay by several laboratories.
M17LAP inhibition: P. falciparum M17LAP inhibitors, primary screen, biochemical, fluorogenic H-Leu-NHMec substrate, 1536-well (AID 1619). Leucine aminopeptidase (Plasmodium falciparum (isolate 3D7)). recombinant M17LAP, H-Leu-NHMec fluorogenic kinetic assay; higher % means a stronger effect. inhibition, % at 30 µM, or IC50 in µM where a hit was titrated. actives 0.38% (n = 220,000);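 active = compound inhibiting the enzyme by more than half at any dose during confirmatory dose-response retesting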;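 note: plate controls were full reaction with DMSO carrier for no effect and no enzyme background for full effect; strong numbers were not always called active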
M1AAP inhibition: P. falciparum M1AAP inhibitors, biochemical, fluorogenic H-Leu-NHMec substrate, 1536-well (AID 1445). Aminopeptidase N (Plasmodium falciparum (isolate 3D7)). recombinant M1AAP, H-Leu-NHMec fluorogenic kinetic assay; higher % means a stronger effect. one-dose inhibition, % at 30 µM; IC50 in µM for titrated hits. actives 0.42% (n = 220,000);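 active = primary inhibition above the hit cutoff, then over 50% inhibition at one or more dose response concentrations, cut at about 23% in these data, passing the limit was not always enough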;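 note: plate controls were DMSO full reaction for no effect and no enzyme background for full effect; strong numbers were not always called active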
TNAP activation fold: human TNAP enzyme activators, primary screen, biochemical, luminescent, no phosphate acceptor, uHTS (AID 1001). actives 0.03% (n = 200,000). purified TNAP, luminescent activation assay, no phosphate acceptor; higher activation fold means a stronger effect. Alkaline phosphatase, tissue-nonspecific isozyme (Homo sapiens). activation fold at 20 µM, or EC50 in µM where a hit was titrated; in the data active = activation fold from about 3, or a potency from the dose series; inactive = the rest, 99 in 100 with activation fold below about 1.6; note: many of its hits are not listed in these tables
PMI inhibition: human PMI inhibitors, high substrate, primary screen, biochemical, fluorescence intensity, high mannose 6-phosphate (AID 1220); Mannose-6-phosphate isomerase (Homo sapiens); recombinant PMI enzyme, coupled fluorescence intensity; higher % means a stronger effect; one-dose inhibition, % at 20 µM; IC50 in µM for titrated hits; actives 0.66% (n = 190,000)
LYP inhibition: inhibitors of LYP phosphatase, biochemical, fluorescence intensity, uHTS (AID 1779) | Tyrosine-protein phosphatase non-receptor type 22 (Homo sapiens) | recombinant LYP phosphatase, fluorescence intensity; higher % means a stronger effect | one-dose inhibition, % at 11.5 µM; IC50 in µM for titrated hits | actives 0.054% (n = 290,000);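 note: plate controls were vehicle with enzyme for no effect and no enzyme for full effect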
PMI inhibitors: inhibitors of human PMI, primary screen, biochemical, fluorescence intensity, coupled assay (AID 1209); actives 0.42% (n = 190,000); purified PMI enzyme, coupled fluorescence intensity; higher % means a stronger effect; inhibition, % at 20 µM, or IC50 in µM where a hit was titrated;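 note: plate controls were DMSO vehicle for no effect and wells lacking substrate for full effect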
Myeloid diff MLP: induction of myeloid progenitor differentiation, primary screen, cell-based, flow cytometry, MLPCN library; ER-HoxA9 myeloid progenitors, lysozyme-GFP differentiation; calls only at 10 µM; actives 1% (n = 360,000); AID 624256, 2012;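 active = normalized GFP-positive differentiation at or above the plate's own cutoff, the solvent-only control mean plus 3 SD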;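 note: cells exposed to compound for four days before flow analysis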
CSM14.1 death rescue: rescue of cells from ER stress-induced death, primary screen, 384-well, CSM14.1, thapsigargin, ATP luminescence (AID 1222); cellular ATP content (survival), % at 20 µM; hits with a dose series show EC50 in µM; 190,000 tested, under 10 active; CSM14.1 thapsigargin-induced death rescue, ATP luminescence; higher % means a stronger effect;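 active = EC50 below 50 µM in the dose-response confirmation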;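 note: death triggered by thapsigargin at about 15 µM added after 2 h compound pretreatment; cell ATP read after overnight thapsigargin exposure of roughly 18 to 22 hours; normalized against plate controls of thapsigargin alone and 5% DMSO vehicle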
XIAP displacement: XIAP antagonists, biochemical, IAP family, fluorescence polarization (AID 1018); E3 ubiquitin-protein ligase XIAP (Homo sapiens); XIAP BIR domain, fluorescence polarization peptide displacement; higher % means a stronger effect; displacement, % at 20 µM, or IC50 in µM where a hit was titrated; actives 0.007% (n = 200,000); in the data active = displacement above about 50%; note: a part of the inactive calls stands beside numbers as strong as those of hits
Myeloid diff MLP GFP+ MAC1+ %: recorded beside Myeloid diff MLP, whose call it bears; GFP+ MAC1+ double positive, %; measured here: differentiation confirmed by MAC1 staining
Active calls of the source: *; i = inactive; x = not tested or not shown; + = active, no number. Cut-off read from the data, not from the text of the source, unless noted: active = inhibition above about 50%; inactive = the rest.

SMILES	M17LAP inhibition	M1AAP inhibition	TNAP activation fold	PMI inhibition	LYP inhibition	PMI inhibitors	Myeloid diff MLP	Myeloid diff MLP GFP+ MAC1+ %	CSM14.1 death rescue	XIAP displacement
NC(=O)CSc1nnc(-c2ccc(S(=O)(=O)N3CCCCC3)cc2)n1-c1ccccc1	-15%	9%	0.9	5%	-2%	-2%	i	0.5	-0.4%	-2.4%
CCOc1cccc(CNn2cnnc2)c1OCc1ccccc1Cl	6%	8%	1.1	-1%	-6%	0%	i	0.6	-0.3%	0.0%
CCOc1ccc(CC(=O)OCN2C(=O)c3ccccc3C2=O)cc1	-6%	-2%	1.1	3%	-1%	7%	i	0.7	-1.8%	-0.8%
Cc1ccc(CNc2ncc(-c3ccc4c(c3)OCO4)n2C)cc1	18%	5%	1.1	4%	3%	-1%	i	2.6	-4.8%	-7.5%
CC(=O)NCCc1ccc(O)cc1	6%	10%	x	x	-4%	x	i	3.0	x	x
O=[N+]([O-])c1cccnc1N1CCC(c2cc(-c3ccc(Cl)cc3Cl)n[nH]2)CC1	-2%	-3%	0.2	20%	6%	26%	i	0.9	-1.0%	-2.3%
O=C1NC(c2cccc([N+](=O)[O-])c2)=CCN1c1ccccc1O	-1%	0%	x	x	-8%	x	i	0.1	x	x
CC(Oc1ccc(Cl)cc1Cl)C(=O)NCc1ccncc1 (stereo not drawn)	2%	-6%	0.8	-14%	1%	-11%	i	0.5	0.9%	-4.7%
CC[N+]1=CN(c2ccccc2)C(C)=CC1(C)C	-4%	11%	1.1	-16%	-5%	-10%	i	2.1	-1.0%	-8.0%
O=C(CC(c1ccccc1)c1cc(Br)ccc1O)NCCN1CCOCC1 (stereo not drawn)	-3%	13%	1.1	8%	-6%	14%	i	0.6	-1.3%	-14%
Cc1cc(C)c2nc(SCCc3ccccc3)nc(C)c2c1	3%	-2%	1.1	-1%	-6%	5%	i	0.8	-0.9%	-2.1%
CCOc1c(Cl)cc(C(=O)NCCN2CCCCC2)cc1Cl	3%	2%	1	-2%	-7%	4%	i	0.7	-0.6%	-3.9%
COc1cc(C(=O)O)nc(OC)n1	1%	2%	1.1	-12%	5%	-23%	i	0.2	-1.3%	-5.9%
O=C1NC(=O)C(Cc2ccccc2)(c2cccnc2)N1 (stereo not drawn)	2%	-5%	x	x	-6%	x	i	0.5	x	x
CCOC(=O)C(=O)Nc1ccc(S(=O)(=O)Nc2ncccn2)cc1	-3%	-3%	1.2	-2%	-6%	-9%	i	7.1	-0.7%	-3.4%
COc1ccc(C2C(C(C)=O)=C(O)C(=O)N2CCc2c[nH]c3ccccc23)cc1 (stereo not drawn)	x	x	1.1	2%	-1%	0%	i	0.1	0.4%	-7.1%
CC(C)CCN1C(=O)c2ccc(-c3nc4ccccc4c(=O)o3)cc2C1=O	6%	1%	1	2%	-7%	0%	i	1.8	5.9%	-1.3%
COC(=O)CSc1cc(SCC(=O)OC)c(C#N)c(SCC(=O)OC)c1	-22%	5%	1	-24%	-8%	-8%	i	0.8	-1.5%	-6.8%
O=C(/C=C/c1ccc([N+](=O)[O-])cc1)NCCc1ccccc1	2%	-2%	1.1	-1%	-2%	2%	i	0.5	0.4%	-0.4%
O=C(CSc1nc(-c2ccc(F)cc2)cc(C(F)(F)F)n1)NCc1cccs1	3%	-1%	1.1	-2%	-11%	10%	i	0.1	-3.4%	-6.7%
Nc1c(C(=O)Nc2cccc(Cl)c2Cl)sc2nc(-c3cccnc3)ccc12	-7%	0%	1	7%	-9%	5%	i	0.4	-1.5%	-15%
CC(=O)C(Sc1nnnn1-c1ccccc1)C(C)=O	3%	0%	x	x	-6%	x	i	0.8	x	x
COC(=O)c1cc2nc(-c3ccc(OC)cc3)cc(C(F)(F)F)n2n1	11%	2%	1.1	2%	-5%	3%	i	0.9	-0.7%	-1.4%
c1cc(-c2nsc(-c3ccncc3)n2)ccn1	4%	-1%	x	x	-3%	x	i	0.1	x	x
O=C(Nc1cc(S(=O)(=O)N2CCOCC2)ccc1N1CCOCC1)c1ccc(S(=O)(=O)N2CCCCC2)cc1	-7%	-3%	1	-11%	4%	-8%	i	1.1	-1.0%	-5.0%
COc1ccc(S(=O)(=O)N2CCCC2C(=O)Nc2nc3c(s2)CCCC3)cc1 (stereo not drawn)	-3%	2%	1	3%	-2%	6%	i	0.9	-3.3%	-1.3%
COc1cccc(-c2cc(C(=O)Nc3cnn(Cc4ccc(F)cc4)c3)no2)c1	-1%	-4%	1.2	-8%	-3%	-3%	i	3.6	0.7%	-2.6%
COc1ccc(Br)cc1CNC(=O)Cc1c(C(=O)O)[nH]c2ccc(Cl)cc12	3%	15%	1.2	-1%	3%	-11%	i	0.5	x	-2.0%
COc1ccccc1-n1cnc2cc(NC(=O)c3ccco3)ccc21	3%	-4%	1	2%	-4%	5%	+	15*	-2.1%	-2.5%
C[C@@]12CCC=C[C@H]1[C@H](c1ccc3ccccc3c1)N(Cc1ccccc1)C2=O	-2%	1%	x	x	7%	x	i	0.8	x	x
CCC/C(=N\NC(=O)c1ccc(CSc2nncn2C)cc1)c1ccccc1	-5%	2%	1	-8%	-12%	-16%	i	0.4	-4.6%	-13%
O=C(Cn1ncc2c1-c1ccccc1OC2)N1CCN(Cc2ccccc2)CC1	1%	4%	x	x	-2%	x	i	0.5	x	x
COc1ccc(CNCCC(c2ccc(F)cc2)c2ccc(OC(C)C)cc2)cc1OC (stereo not drawn)	2%	5%	x	x	-6%	x	i	0.9	x	x
COc1cc(/C=C/C(=O)O)cc(S(=O)(=O)NC2CC2)c1OC	-5%	5%	1.1	-9%	-10%	-6%	i	0.0	-7.6%	0.8%
CCN(CC)CCCNC(=O)Cn1cnc2sc(C)c(S(=O)(=O)N3CCN(c4ncccn4)CC3)c2c1=O	4%	16%	1.1	8%	-5%	2%	i	0.7	-0.5%	-7.5%
COc1ccc(N(CC(=O)N2CCc3ccccc3C2)S(C)(=O)=O)cc1OC	-9%	-1%	1	-3%	-8%	10%	i	1.3	1.6%	-5.2%
C=CCNCCCCOc1ccc(C)cc1[N+](=O)[O-]	1%	3%	1.1	8%	-1%	8%	i	0.6	-1.5%	-4.5%
COc1ccc(N(CC(=O)Nc2ccccc2SC)S(C)(=O)=O)cc1OC	-14%	-3%	1.1	1%	0%	9%	i	1.2	-2.1%	0.9%
Cc1nc(Nc2ccccc2)[nH]c(=O)c1CCC(C)C	4%	1%	0.9	8%	0%	11%	i	0.9	-0.9%	-4.3%
Cc1nc2sc(C(c3ccc(Cl)cc3)N3CCN(c4ccccc4F)CC3)c(O)n2n1 (stereo not drawn)	4%	7%	1.1	8%	-3%	11%	i	1.4	0.2%	-1.4%
Cc1cc(C)c2c(-n3cccc3)c(C(=O)NNS(=O)(=O)c3ccc(F)cc3)sc2n1	-15%	-2%	1	5%	-4%	5%	i	1.3	1.9%	-5.1%
Cc1cc2ncc(C(=O)N=CN(C)C)cn2n1	14%	3%	1.1	-4%	-2%	-2%	i	0.9	x	-5.9%
COc1ccc(/C=C2\SC(=O)N=C2N)cc1OC	0%	0%	1	0%	-6%	-7%	i	0.0	-1.0%	-7.5%
Cc1cc(-n2c(SCCC#N)nnc2-c2cccnc2)ccc1Cl	-11%	7%	1.1	-1%	1%	4%	i	1.5	-2.0%	1.1%
CCn1c(SCC(=O)N2CCCCC2C)nnc1-c1ccc(S(=O)(=O)N2CCN(C)CC2)cc1 (stereo not drawn)	1%	7%	1.1	-6%	-8%	1%	i	0.7	4.9%	-0.5%
CC(NC(=O)C1CC12CCC2)c1ccccc1 (stereo not drawn)	14%	0%	1.1	6%	-7%	5%	i	0.2	-3.9%	-7.1%
COc1ccc(N2C(=O)C(CC(N)=O)N(NC(=O)c3cccc(OC)c3)C2=S)cc1 (stereo not drawn)	0%	0%	1.1	-3%	-13%	-3%	i	0.2	0.8%	-5.2%
Cc1nc2nc(-c3ccccc3)[nH]n2c(=O)c1Cc1ccccc1	5%	2%	1.1	11%	-8%	7%	i	0.3	-2.4%	-5.9%
CN(C)CCCNc1oc(-c2cccc(Cl)c2)nc1C#N	-29%	8%	1	-2%	-10%	4%	i	0.6	0.0%	-2.2%
